# HT1080NT lethal = kills 2HG-producing HT-1080-NT fibrosarcoma cells. HT-1080-NT fibrosarcoma viability, CellTiter-Glo ATP luminescence, 48 h. Potency, µM (highest dose often 46.1 µM), without a hit: top-dose activity, negative = less viability, most hits filed as cytotoxic. hit rate 1.6% among 360,000. AID 686970;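 also: NT is the 2HG producing partner of a matched IDH1 knockdown line; potency is read from the fitted curve at half-maximal effect; 0% = DMSO-treated cells and -100% = media-only wells without cells; nearly all actives have a fitted effect of over 55% in size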
#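 Read-out is CellTiter-Glo luminescence after 10 minutes at room temperature, following 48 hours' compound treatment of HT-1080-NT cells (750 cells/well, RPMI, 5% FBS, 37 degrees C).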
# KB-3-1 tox = kills parental KB-3-1 adenocarcinoma cells | KB-3-1 viability, CellTiter-Glo ATP luminescence, 72 h | Potency, µM (doses to about 46.1 µM), inactives show at the highest dose activity change, negative = cytotoxic, hits mostly cytotoxic | hit rate 1.4% among 400,000 | AID 1347075; also: potency is read from the fitted curve at half-maximal effect; % is scaled to controls: 0 for no effect and ±100 for the full control effect; nearly all actives have a fitted effect of over 60% in size
#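 72 h, 37 °C compound treatment of KB-3-1 parental cells; CellTiter-Glo added, 10 min, luminescence read. Data corrected against DMSO-only plates and normalized before curve fitting.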
# HT1080 IDH1KD tx = kills HT-1080 cells with IDH1 knockdown. HT-1080 IDH1 knockdown viability, ATP luminescence, 48 h. Potency, µM (titrated, usually from 46.1 µM), for inactives: at the highest dose activity, negative = toxicity, most hits filed as cytotoxic. hit rate 2% among 360,000;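 also: potency is read from the fitted curve at half-maximal effect; 0% = DMSO wells and -100% = cell-free medium wells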
#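 HT-1080-IDH1KD cells (IDH1 knocked down), 750/well in RPMI with 5% FBS, treated with compound 48 h at 37 degrees C. Viability by CellTiter-Glo luminescence, normalised to DMSO and no-cell wells; concentration-response curves classed.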
# SW480 rerep = DNA re-replication induction in SW480 cells; AID 624297; Potency, µM (highest dose often 46.1 µM), inactives show at the highest dose re-replication activation, usual class: activators; SW480 DNA re-replication, Hoechst DNA content imaging, 48 h; hit rate 1.8% among 340,000; also: potency is read from the fitted curve at half-maximal effect; % of control where 0% means no effect; nearly all actives have a fitted effect of over 55% in size
#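 Image-based read-out: total Hoechst fluorescence of nuclei (405 nm excitation, 500-530 nm emission), with hits raising the fraction of high-intensity nuclei. SW480 colon cells incubated 48 hr with compounds at 37 C.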
# MCF10A rerep = DNA re-replication induction in MCF 10a cells. MCF 10A DNA re-replication, Hoechst nuclear intensity, 48 h. Potency, µM (highest dose often 46.1 µM), for inactives: top-dose activity, positive = re-replication, hits mostly activators. hit rate 2.9% among 350,000. AID 624296; also: potency is read from the fitted curve at half-maximal effect; % of control where 0% means no effect; nearly all actives have a fitted effect of over 50% in size
# HEK293 tox = cytotoxicity counter-screen for GLP-1 receptor inverse agonists | HEK293 cAMP-luciferase reporter cells, luminescence, 24 h | Potency, µM (top dose mostly 38.3 µM), without a hit: at the top dose activity change, negative = inhibition, usual class: inhibitors | hit rate 0.13% among 410,000;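 also: loss of luciferase light is scored as toxicity; potency is read from the fitted curve at half-maximal effect; % is scaled to controls: 0 for no effect and ±100 for the full control effect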
#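 MLSMR compounds, 24 hr on cells at 37 deg C/5% CO2; luminescence after luciferase reagent (12 min RT). Inhibition counted as the undesired cytotoxic outcome.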
# D3 ag = activates the human D3 dopamine receptor; max activation, %; P35462; D3R DiscoveRx beta-arrestin cells, luminescence, 90 min; hit rate 0.58% among 410,000; in the data active = max activation above about 30%; also: 0% is about no effect; mostly tested at two doses, the higher about 12 µM
# Target sequence (P35462 whole entry, looked up): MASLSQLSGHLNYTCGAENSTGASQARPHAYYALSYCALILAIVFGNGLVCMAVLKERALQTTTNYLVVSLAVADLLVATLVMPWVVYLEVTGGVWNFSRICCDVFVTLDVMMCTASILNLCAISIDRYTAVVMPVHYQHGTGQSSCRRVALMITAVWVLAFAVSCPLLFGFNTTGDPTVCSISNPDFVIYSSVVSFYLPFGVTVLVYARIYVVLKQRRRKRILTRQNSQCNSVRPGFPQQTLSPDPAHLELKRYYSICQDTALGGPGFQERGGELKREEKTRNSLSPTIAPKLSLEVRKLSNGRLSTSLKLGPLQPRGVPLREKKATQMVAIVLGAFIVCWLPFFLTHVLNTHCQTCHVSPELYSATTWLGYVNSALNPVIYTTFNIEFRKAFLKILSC
#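 Agonist mode: compounds and dopamine controls were applied to plated cells for 90 min at 37 degrees C after an overnight attachment at 1500 cells/well. Luminescent read-out followed 30 - 60 minutes at room temperature with DiscoveRx detection reagent.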
# KB-V1 cytotox = kills drug-selected multidrug resistant KB-V1 cells; AID 1347076; KB-V1 MDR cells viability, CellTiter-Glo, 72 h; Potency, µM (titrated, usually from 46.1 µM), inactives show at the highest dose activity change, negative = cytotoxicity, most hits filed as cytotoxic; hit rate 3.4% among 400,000; also: potency is read from the fitted curve at half-maximal effect; % is scaled to controls: 0 for no effect and ±100 for the full control effect; nearly all actives have a fitted effect of over 60% in size
#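 Potencies derive from concentration-effect curves fitted to normalized luminescence (CellTiter-Glo) of KB-V1 cells treated for 72 h at 37 degrees C in phenol-red-free DMEM containing 10% FBS.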
# IL-1B inflam inh = blocks inflammasome-driven IL-1 beta release; THP-1 LPS/ATP IL-1B secretion, AlphaLISA, 16 h; stronger effect = lower value; activity change, % at 57.5 µM; hit rate 4.7% among 360,000; AID 743279; in the data active = activity change below about -50%; inconclusive = mostly about -30% to -49%; also: % is scaled to controls: 0 for no effect and ±100 for the full control effect
#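 THP-1 cells pretreated 1 hr with compounds (up to 57.5 uM final), then stimulated with LPS (250 ng/mL final) plus ATP (1.25 mM final); secreted IL-1B measured by AlphaLISA after 16 hr, decreased signal indicating inhibition.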
# The depositor's hits bear a star; ? = inconclusive; / = no result given; [ ] = dose if it differs, or a comment. Unless noted, calls follow the shape of the dose curve; as a rule, active = well fitted curve in the direction sought with a large enough effect; inconclusive = small, poorly fitted or top-dose-only effect, or another doubt; inactive = no such curve, though single readings can be large; an effect the other way counts as inactive or inconclusive.
1: CCOc1ccc2c(c1)C(c1ccc(C)cc1)=NNC(c1ccc(C)cc1)=N2
2: O=C(O)c1ccc(Oc2c(C(F)(F)F)oc3cc(O)ccc3c2=O)cc1
3: Cc1cccc(-c2nc(C#N)c(N3CCCCC3)o2)c1
4: CC(=O)c1cn(CCOc2ccccc2C)c2ccccc12
5: COc1ccc(N(CC(=O)NN=C2CCCC2)S(=O)(=O)c2ccccc2)cc1Cl
6: CCCn1c(SCC(=O)Nc2c(CC)cccc2CC)nnc1C(C)C

Compound	1	2	3	4	5	6
HEK293 tox	-9.7%	-5.8%	26.4%	7.5%	-0.3%	4.4%
KB-3-1 tox	?	-0.4%	-3.0%	?	0.2%	7.9%
IL-1B inflam inh	-26.1	26.0	-8.0	-15.8	8.2	-5.8
KB-V1 cytotox	?	2.6%	-10.1%	6.3%	15.3%	-1.7%
HT1080 IDH1KD tx	?	-23.1%	2.9%	-20.5%	-2.8%	3.7%
SW480 rerep	?	-48.3%[inhibitor]	-5.0%	?	1.1%	-0.2%[9.22 µM]
HT1080NT lethal	?	-16.8%	0.7%	?	-21.9%	5.8%
D3 ag	0.9	12.8	-6.2	11.8	0.0	-0.4
MCF10A rerep	?	?	4.4%	22.0%	2.0%	4.7%

# From compound 1 to 2, copied from above:
1: CCOc1ccc2c(c1)C(c1ccc(C)cc1)=NNC(c1ccc(C)cc1)=N2
2: O=C(O)c1ccc(Oc2c(C(F)(F)F)oc3cc(O)ccc3c2=O)cc1

Compound	1	2
HEK293 tox	-9.7%	-5.8%
KB-3-1 tox	?	-0.4%
IL-1B inflam inh	-26.1	26.0
KB-V1 cytotox	?	2.6%
HT1080 IDH1KD tx	?	-23.1%
SW480 rerep	?	-48.3%[inhibitor]
HT1080NT lethal	?	-16.8%
D3 ag	0.9	12.8
MCF10A rerep	?	?

# Next records:
7: Cc1noc(C)c1S(=O)(=O)Nc1ccc2c(c1)C(=O)N([C@H](C)CO)C[C@H](C)[C@H](CN(C)S(=O)(=O)c1ccc(Cl)cc1)OCCCC[C@@H](C)O2
8: OCCN1c2ccccc2CCc2ccccc21
9: O=C(CNC1CCCCCC1)Nc1ccccc1N1CCCCC1
10: CCOC(=O)[C@@H]1[C@H]2COc3cc(OC)ccc3[C@H]2N2C(=O)N(c3ccc(Cl)cc3)C(=O)[C@]12C
11: COc1cc(OC)cc(C(=O)N[C@H](C(=O)Nc2nnc(C3CC3)s2)C(C)C)c1
12: O=C(COC(=O)C1CC1)Nc1ccc2c(c1)OCO2

Compound	7	8	9	10	11	12
HEK293 tox	-11.4%	0.4%	?	1.8%	-4.1%	-0.1%
KB-3-1 tox	-3.2%	0.7%	?	-6.9%	12.8%	3.0%
IL-1B inflam inh	-3.0	22.1	-21.3	-20.8	-1.2	2.2
KB-V1 cytotox	1.7%	-3.1%	?	?	8.3%	-3.3%
HT1080 IDH1KD tx	?	4.4%	?	-2.2%	0.4%	16.8%
SW480 rerep	/	-13.7%	-0.4%	2.0%	0.2%	-2.7%
HT1080NT lethal	-12.1%	-0.9%	?	8.9%	2.0%	9.1%
D3 ag	0.6	0.8	-1.6	0.5	-15.8	-1.1
MCF10A rerep	/	-3.6%	?	24.6%	2.2%	-5.5%

# Single values from the list.
# KB-3-1 tox result of Cc1noc(C)c1S(=O)(=O)Nc1ccc2c(c1)C(=O)N([C@H](C)CO)C[C@H](C)[C@H](CN(C)S(=O)(=O)c1ccc(Cl)cc1)OCCCC[C@@H](C)O2 → -3.2%
# HEK293 tox result of O=C(COC(=O)C1CC1)Nc1ccc2c(c1)OCO2 → -0.1%

# New compounds follow:
13: CCCCn1c(N)c(N(CCOC)C(=O)CN2C(=O)NC3(CC(C)CC(C)(C)C3)C2=O)c(=O)[nH]c1=O (configuration not stated)
14: CCOC(=O)c1[nH]c(C)c(C(=O)NCc2ccc(C)cc2)c1C
15: N=C1C(=O)OCC1c1ccccc1NC(=O)c1ccccc1 (configuration not stated)
16: COc1ccc(S(=O)(=O)N2CCOC2CNC(=O)C(=O)NCc2ccc3c(c2)OCO3)cc1OC (configuration not stated)
17: Nc1nc(-c2cccnc2)nc2sc3c(c12)CCCC3
18: COc1ccc(N2CCN(CC(O)COc3ccc4c(c3)CCC4)CC2)cc1 (configuration not stated)

Compound	13	14	15	16	17	18
HEK293 tox	3.3%	1.8%	-0.4%	2.5%	-0.7%	-11.0%
KB-3-1 tox	19.2%	13.6%	9.1%	-0.4%	3.2%	-0.3%
IL-1B inflam inh	0.0	-26.6	10.9	-8.5	-0.5	?
KB-V1 cytotox	-8.0%	-17.7%	2.5%	?	?	-5.8%
HT1080 IDH1KD tx	-3.1%	-1.2%	19.0%	5.7%	-3.5%	-13.1%
SW480 rerep	-1.8%	16.6%	1.4%	0.7%	-25.7%	-20.5%[9.22 µM]
HT1080NT lethal	-4.6%	-3.9%	4.9%	-0.6%	-9.6%	-13.8%
D3 ag	2.4	-6.2	-1.8	0.9	-6.5	0.5
MCF10A rerep	10.6%	-0.4%	-35.0%[inhibitor]	10.0%	-3.2%	-12.3%

# Reprinted from the part before: 4 compounds, followed by the next part.
15: N=C1C(=O)OCC1c1ccccc1NC(=O)c1ccccc1 (configuration not stated)
16: COc1ccc(S(=O)(=O)N2CCOC2CNC(=O)C(=O)NCc2ccc3c(c2)OCO3)cc1OC (configuration not stated)
17: Nc1nc(-c2cccnc2)nc2sc3c(c12)CCCC3
18: COc1ccc(N2CCN(CC(O)COc3ccc4c(c3)CCC4)CC2)cc1 (configuration not stated)
19: O=C(c1cccc([N+](=O)[O-])c1)N1CCN(c2ccccn2)CC1
20: Cc1cc(N2CCOCC2)ccc1/C=C\[N+](=O)[O-]
21: CCOC(=O)C1CCN(C(=O)c2ccc3c(c2)N=C(CC)c2cc(C)ccc2S3)CC1
22: CCc1nn(CC(=O)NCCCN2CCOCC2)c(=O)c2cc3c(OC)cccc3n12
23: Cc1cccc(C2c3[nH]c4ccccc4c3CCN2C(=O)Cc2nc(-c3ccccc3)n[nH]2)n1 (configuration not stated)
24: O=C(CN1CCCC1)Nc1c(Cl)cccc1Cl
25: CCn1c(/C=C/c2ccc(F)cc2)nc2ccccc2c1=O
26: CC(C)CN1CC(Br)C(=O)NC1=O (configuration not stated)

Compound	15	16	17	18	19	20	21	22	23	24	25	26
HEK293 tox	-0.4%	2.5%	-0.7%	-11.0%	-17.8%	0.0%	4.3%	5.4%	-26.0%	-8.2%	-3.6%	2.1%
KB-3-1 tox	9.1%	-0.4%	3.2%	-0.3%	6.6%	-23.7%	-0.5%	-9.2%	-11.4%	15.0%	?	-3.1%
IL-1B inflam inh	10.9	-8.5	-0.5	?	0.0	-222.5*	/	?	-59.4*	8.2	/	-0.2
KB-V1 cytotox	2.5%	?	?	-5.8%	-24.1%	?	-9.7%	-8.8%	-2.4%	0.0%	-1.1%	?
HT1080 IDH1KD tx	19.0%	5.7%	-3.5%	-13.1%	18.7%	5.8µM*	/	-1.3%	?	-0.4%	-1.5%	8.4%
SW480 rerep	1.4%	0.7%	-25.7%	-20.5%[9.22 µM]	16.4µM*	5.8µM*	/	1.6%	-69.0%[inhibitor]	0.9%	?	-0.2%
HT1080NT lethal	4.9%	-0.6%	-9.6%	-13.8%	16.6%	4.11µM*	/	-0.9%	?	0.1%	0.2%	12.7%
D3 ag	-1.8	0.9	-6.5	0.5	2.1	-0.8	-9.1	-3.3	2.0	-6.7	10.3	1.1
MCF10A rerep	-35.0%[inhibitor]	10.0%	-3.2%	-12.3%	-3.2%	18.4µM*	/	14.0%	11.5%	4.6%	1.9%	2.8%

# High-throughput results (PubChem)
